Compound activity deposited in PubChem by National Center for Advancing Translational Sciences (NCATS).
HT1080-NT tox – kills 2HG-producing HT-1080-NT fibrosarcoma cells; HT-1080-NT fibrosarcoma viability, CellTiter-Glo ATP luminescence, 48 h; Potency, µM (top dose mostly 46.1 µM), inactives show top-dose activity, negative = less viability, actives largely listed as cytotoxic; 1.6% of 360,000 active; AID 686970;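 further: NT is the 2HG producing partner of a matched IDH1 knockdown line; potency means the concentration at half of the fitted maximal effect; 0% = DMSO-treated cells and -100% = media-only wells without cells; nearly all actives have a fitted effect of over 55% in size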
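Luminescent CellTiter-Glo readout after 48 hours of compound exposure at 37 degrees C defined viability of HT-1080-NT cells. Activity was normalized to DMSO wells and cell-free media wells; concentration-response curves were fitted and assigned curve classes.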
WRN inhibitor – blocks human WRN helicase; Q14191; WRN helicase unwinding, fluorescent forked duplex, kinetic; Potency, µM (top dose mostly 114 µM), without a hit: top-dose activity change, negative = inhibition, hits mostly inhibitors; 0.46% of 360,000 active; AID 651768; further: potency means the concentration at half of the fitted maximal effect; on the % scale 0 is the no-effect control and ±100 the full control effect; nearly all actives have a fitted effect of over 55% in size
Target sequence (Q14191 whole entry, looked up): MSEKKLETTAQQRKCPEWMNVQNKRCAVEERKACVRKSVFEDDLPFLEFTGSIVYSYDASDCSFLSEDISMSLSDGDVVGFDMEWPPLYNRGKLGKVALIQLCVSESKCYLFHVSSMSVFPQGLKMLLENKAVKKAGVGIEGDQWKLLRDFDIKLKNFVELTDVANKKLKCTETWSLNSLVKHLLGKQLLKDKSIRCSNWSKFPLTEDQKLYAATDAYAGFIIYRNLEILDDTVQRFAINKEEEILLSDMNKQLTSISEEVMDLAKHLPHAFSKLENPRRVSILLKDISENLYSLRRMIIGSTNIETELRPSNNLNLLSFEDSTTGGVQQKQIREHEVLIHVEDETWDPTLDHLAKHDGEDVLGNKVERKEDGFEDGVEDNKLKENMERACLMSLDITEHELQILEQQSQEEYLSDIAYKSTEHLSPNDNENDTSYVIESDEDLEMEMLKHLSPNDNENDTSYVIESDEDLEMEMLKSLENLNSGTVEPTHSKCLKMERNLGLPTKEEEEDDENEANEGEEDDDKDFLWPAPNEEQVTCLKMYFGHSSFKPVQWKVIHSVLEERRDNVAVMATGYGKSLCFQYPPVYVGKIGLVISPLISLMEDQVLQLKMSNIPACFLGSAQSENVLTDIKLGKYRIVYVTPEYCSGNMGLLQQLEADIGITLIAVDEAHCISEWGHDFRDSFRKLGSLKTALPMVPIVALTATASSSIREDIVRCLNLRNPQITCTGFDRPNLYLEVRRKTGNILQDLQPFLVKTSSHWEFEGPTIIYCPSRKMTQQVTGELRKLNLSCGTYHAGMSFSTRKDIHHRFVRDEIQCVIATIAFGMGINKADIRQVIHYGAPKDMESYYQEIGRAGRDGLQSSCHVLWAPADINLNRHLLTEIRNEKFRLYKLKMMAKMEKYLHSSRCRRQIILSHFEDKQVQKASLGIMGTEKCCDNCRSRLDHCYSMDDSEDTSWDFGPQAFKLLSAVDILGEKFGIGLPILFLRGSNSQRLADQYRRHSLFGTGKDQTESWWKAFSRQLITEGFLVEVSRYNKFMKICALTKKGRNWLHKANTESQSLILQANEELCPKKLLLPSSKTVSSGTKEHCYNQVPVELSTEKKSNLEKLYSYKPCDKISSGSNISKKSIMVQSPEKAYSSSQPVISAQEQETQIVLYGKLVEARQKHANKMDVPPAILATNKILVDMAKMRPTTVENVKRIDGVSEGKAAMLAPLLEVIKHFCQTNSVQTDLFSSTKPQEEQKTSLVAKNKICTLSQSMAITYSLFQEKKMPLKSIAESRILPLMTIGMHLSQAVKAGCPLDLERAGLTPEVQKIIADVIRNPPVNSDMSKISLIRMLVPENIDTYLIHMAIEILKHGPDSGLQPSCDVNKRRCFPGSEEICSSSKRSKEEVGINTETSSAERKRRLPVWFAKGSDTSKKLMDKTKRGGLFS
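WRN at 20 nM final preincubated with compound 15 min at room temperature; reaction started with 100 nM fluorophore/quencher forked duplex oligonucleotide and 2 mM ATP final. Unwinding followed kinetically by red fluorescence (ex 525, em 598 nm).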
HT1080 IDH1KD tx – kills HT-1080 cells with IDH1 knockdown; HT-1080 IDH1 knockdown viability, ATP luminescence, 48 h; Potency, µM (highest dose often 46.1 µM), for inactives: at the top dose activity, negative = toxicity, hits mostly cytotoxic; 2% of 360,000 active;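 further: potency means the concentration at half of the fitted maximal effect; 0% = DMSO wells and -100% = cell-free medium wells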
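Using the IDH1-knockdown HT-1080 line run in the same batch and compound series as the NT line, viability after 48 h at 37 °C was determined by CellTiter-Glo luminescence and expressed as % activity.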
ATXN2 expr inh – ATXN2 expression inhibition. AID 1745845. 0.72% of 360,000 active. HEK-293 ATXN2-luciferase reporter, luminescence, 24 h. Potency, µM (series often up to 57 µM), without a hit: at the highest dose activity change, negative = inhibition, usual class: inhibitors; further: potency means the concentration at half of the fitted maximal effect; on the % scale 0 is the no-effect control and ±100 the full control effect; nearly all actives have a fitted effect of over 55% in size
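qHTS (up to 57 uM final) was run with 24 h compound exposure of reporter cells at 37 °C. Each well was multiplexed: SteadyGlo luminescence measured ATXN2-luciferase expression after a fluorogenic Gly-Phe-AFC viability readout (25 uM final).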
KB-3-1 cytotox – kills parental KB-3-1 adenocarcinoma cells; Potency, µM (series often up to 46.1 µM), for the others: at the top dose activity change, negative = cytotoxic, usual class: cytotoxic; KB-3-1 viability, CellTiter-Glo ATP luminescence, 72 h; 1.4% of 400,000 active; further: potency means the concentration at half of the fitted maximal effect; on the % scale 0 is the no-effect control and ±100 the full control effect; nearly all actives have a fitted effect of over 60% in size
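72 h, 37 °C compound treatment of KB-3-1 parental cells; CellTiter-Glo added, 10 min, luminescence read. Data corrected against DMSO-only plates and normalized before curve fitting.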
KB-V1 MDR tox – kills drug-selected multidrug resistant KB-V1 cells. KB-V1 MDR cells viability, CellTiter-Glo, 72 h. Potency, µM (doses to about 46.1 µM), inactives show top-dose activity change, negative = cytotoxicity, most hits filed as cytotoxic. 3.4% of 400,000 active; further: potency means the concentration at half of the fitted maximal effect; on the % scale 0 is the no-effect control and ±100 the full control effect; nearly all actives have a fitted effect of over 60% in size
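Potencies derive from concentration-effect curves fitted to normalized luminescence (CellTiter-Glo) of KB-V1 cells treated for 72 h at 37 degrees C in phenol-red-free DMEM containing 10% FBS.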
MCF10A rerep – DNA re-replication induction in MCF 10a cells; MCF 10A DNA re-replication, Hoechst nuclear intensity, 48 h; Potency, µM (top dose mostly 46.1 µM), for inactives: at the top dose activity, positive = re-replication, most hits filed as activators; 2.9% of 350,000 active; AID 624296; further: potency means the concentration at half of the fitted maximal effect; % of control where 0% means no effect; nearly all actives have a fitted effect of over 50% in size
IL-1B inflam inh – blocks inflammasome-driven IL-1 beta release; activity change, % at 57.5 µM; THP-1 LPS/ATP IL-1B secretion, AlphaLISA, 16 h; active compounds read low; 4.7% of 360,000 active; in the data active means activity change below about -50%; inconclusive means mostly about -30% to -49%; further: on the % scale 0 is the no-effect control and ±100 the full control effect
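Secreted IL-1B measured by AlphaLISA bead assay after 16 h compound exposure of THP-1 cells; compounds (final up to 57.5 uM) added 1 h before LPS (250 ng/mL) and ATP (1.25 mM) stimulation; lower signal means less secretion.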
SW480 rerep – induces DNA re-replication in SW480 colon adenocarcinoma cells. SW480 DNA re-replication, Hoechst DNA content imaging, 48 h. Potency, µM (highest dose often 46.1 µM), for the others: at the top dose re-replication activation, usual class: activators. 1.8% of 340,000 active. AID 624297; further: potency means the concentration at half of the fitted maximal effect; % of control where 0% means no effect; nearly all actives have a fitted effect of over 55% in size
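Compounds, transferred as 23 nL by pin tool, were incubated with cells for 48 hr; DNA content per nucleus was then quantified by Hoechst staining and fluorescence plate imaging.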
* marks the source's active call; other numbers are inactive results; u = inconclusive; x = no result given; [ ] = another dose, or the depositor's remark. Unless noted, the call rests on the fitted dose curve; in most records, active means well fitted curve in the direction sought with a large enough effect; inconclusive means small, poorly fitted or top-dose-only effect, or another doubt; inactive means no such curve, though single readings can be large; an effect the other way counts as inactive or inconclusive. Hits appear at their usual frequency; overall some 12% were active at least once.

| SMILES | ATXN2 expr inh | HT1080 IDH1KD tx | IL-1B inflam inh | SW480 rerep | WRN inhibitor | KB-3-1 cytotox | HT1080-NT tox | MCF10A rerep | KB-V1 MDR tox |
| --- | --- | --- | --- | --- | --- | --- | --- | --- | --- |
| CC(C)(C)NC(=O)C(CCc1ccccc1)n1c(=O)c(-c2cc3ccccc3[nH]2)nc2ccccc21 (centres undefined) | x | u | 15 | x | -8% | -15% | u | x | u |
| COCCN(CC(=O)NC1CCCCC1)C(=O)/C=C/C(=O)c1ccc(OC)cc1O | u | u | -101* | u | -22% | 18µM* | 23µM* | 6.5µM* | u |
| Cc1cc(C)c(C(=O)N2CCC(N3CCC(C(=O)NC(C)C)CC3)CC2)o1 | 6% | -2% | 2 | 20% | 10% | 0% | -2% | 7% | -2% |
| CCCCN1CC(N2CCN(C3CCN(C)CC3)CC2)CS1(=O)=O (centres undefined) | 2% | 3% | 16 | x | 2% | 0% | u | x | 15% |
| CSc1cccc(NC(=O)COc2cccc3ccccc23)c1 | -21% | 0% | -14 | 4% | -4% | 4% | -5% | u | 0% |
| O=S(=O)(c1ccc(F)cc1)N1CCN(CC(O)COCC2CCCO2)CC1 (centres undefined) | -9% | 11% | -10 | -8% | -27% | -1% | 3% | 9% | -6% |
| O=C(CN(C(=O)CCC(=O)Nc1ccccn1)c1ccc2c(c1)OCO2)NCc1ccco1 | -17% | 1% | 3 | -4% | -7% | -1% | -3% | 0% | 0% |
| NC1=NC(=O)/C(=C/c2ccc(Cl)cc2Cl)S1 | 10% | 18% | 0 | 4% | 7% | -9% | 18% | u | -2% |
| CC1CCCN(S(=O)(=O)CCNC(=O)c2ccccc2)C1 (centres undefined) | 0% | 5% | 22 | 2% | -6% | 16% | 3% | -1% | -8% |
| N#Cc1cn(-c2ccccc2)nc1-c1ccco1 | x | -1% | 0 | -7% | 3% | 2% | 3% | 7% | -2% |
| COc1ccccc1C(=O)Nc1ccc(-c2nnn(CC(=O)NCc3ccco3)n2)cc1 | 6% | -2% | -19 | u | -2% | 8% | 4% | 6% | 0% |
| CCN1CCN(Cc2nc(N)nc(Nc3ccc(C)c(C)c3)n2)CC1 | -4% | 0% | -9 | -6% | 3% | 5% | -2% | 0% | -21% |
| CC1CC(C)CN(C(=O)c2ccc(C(=O)c3ccccc3)cc2)C1 (centres undefined) | 0% | -1% | -19 | -8% | -14% | -7% | 4% | 11% | u |
| Nc1nc(NCCO)nc(N2CCCCCC2)c1[N+](=O)[O-] | 2% | -6% | -17 | 4% | 0% | 7% | 3% | 6% | 3% |
| CCc1cc(=O)oc2c3c(cc(OCC(=O)NCCCOC)c12)OC(C)(C)CC3 | -13% | -12% | -13 | -15% | 3% | 3% | -16% | 1% | -32% |
| O=C(CN1C(=O)CSC1=O)NC1CCCCC1 | -3% | 2% | -2 | 1% | -3% | -7% | 11% | 0% | 18% |
| COc1cc2c(C(=O)NCc3ccccn3)cn(C)c(=O)c2cc1OC | 2% | 7% | 5 | -7% | 4% | 17% | 1% | -14% | -7% |
| COC(=O)c1ccc(NC(=S)N(Cc2cccnc2)Cc2ccco2)cc1 | -8% | 4% | -8 | -13% | -7% | 5% | 6% | 3% | 11% |
| CCN(C(=O)COC(=O)CCOc1ccccc1)c1c(N)n(Cc2ccccc2)c(=O)[nH]c1=O | 8% | 6% | 16 | 3% | -3% | 7% | 10% | 2% | 18% |
| CCOc1ccc(C(=O)Nc2ncn[nH]2)cc1 | x | 10% | 1 | -7% | -10% | 1% | 8% | 3% | 2% |
| Cc1ccc(C(=O)NCCc2csc(C)n2)cc1 | 17% | 2% | -13 | 0% | -1% | -3% | u | 13% | 12% |
| CC1=C(C(=O)Nc2cccc(C(=O)N3CCN(c4cccc(C(F)(F)F)c4)CC3)c2)SCCO1 | -38% | u | -61* | u | 1% | -13% | u | 19% | 0% |
| CCOc1ccc(OCCCCNC(C)(C)C)cc1 | x | -2% | -18 | 13% | 10% | 1% | 1% | -1% | -15% |
| C/C(N)=C(/C#N)C(=O)CSc1n[nH]c(-c2cccs2)n1 | 12% | -1% | -4 | 15% | -12% | 30% | -2% | 0% | 8% |
| COc1ccccc1N1CCN(C(c2cc3ccc(C)cc3[nH]c2=O)c2nnnn2C2CCCC2)CC1 (centres undefined) | -7% | -16% | u | u | -7% | u | -12% | 6% | u |
| Cn1cc(S(=O)(=O)Nc2ccc(F)c(Cl)c2)c(=O)n(C)c1=O | -6% | 5% | 14 | -11% | 2% | 22% | 2% | 12% | 2% |
| COC(=O)c1ccc2nc(NC(=O)CSCC(=O)OCC(=O)c3ccccc3)sc2c1 | 47%[activator] | -6% | 25 | 0% | -10% | -4% | 0% | 11% | -4% |
| c1ccc(-c2nnc3oc(-c4cccs4)nn23)cc1 | x | -2% | -104* | x | 1% | u | 7% | x | -24% |
| CN=C(N)NCCC[C@H](N)C(=O)O | -4% | 9% | -2 | 1% | 1% | 0% | -18% | 9% | 15% |
| O=C(CCc1nc2ccccc2c(=O)[nH]1)N1CCN(S(=O)(=O)c2cccc([N+](=O)[O-])c2)CC1 | -15% | 16% | 27 | u | -2% | -16% | -2% | -4% | 8% |
| C=CCNC(=O)[C@H]1N2C(=O)c3ccccc3C2SC1(C)C (some centres undefined) | -18% | -4% | 3 | 12% | 5% | 6% | 7% | -4% | 23% |
| Cc1nn(C)c2ncc(C(=O)c3cc(F)ccc3O)cc12 | 6% | -8% | -17 | 3% | -2% | -15% | -2% | -5% | -29% |
| O=C(NCC(c1cccs1)N1CCOCC1)c1cc([N+](=O)[O-])ccc1Cl (centres undefined) | 3% | 8% | 2 | -1% | -4% | 4% | 10% | -5% | -6% |
| O=C(N/N=C/C=C/c1ccco1)C(O)c1ccccc1 (centres undefined) | 13% | -7% | -18 | 1% | -27% | 8% | -1% | 0% | -5% |
| CC1=CS(=O)(=O)CC1Sc1ncn[nH]1 (centres undefined) | 4% | 8% | 33 | -4% | 2% | 0% | 10% | 6% | 12% |
| CC(C)(C)NNC(=S)Nc1ccc(S(=O)(=O)N2CCOCC2)cc1 | -14% | 9% | 16 | -17% | 1% | 14% | 17% | -11% | 7% |
| COCCNC(=O)C1(C)Cc2c(-c3ccc(N(C)C)cc3)ccnc2O1 (centres undefined) | -1% | -21% | 9 | x | 2% | 0% | -24% | x | 1% |
| Cc1ccc(OC(C)C(=O)N(Cc2cccs2)C2CCS(=O)(=O)C2)cc1C (centres undefined) | -19% | -2% | 7 | u | -11% | 2% | -1% | 3% | -14% |
| CCN(CC)CCOC(=O)c1ccc(NC(=O)c2cn(-c3ccccc3)nc2-c2cccs2)cc1 | 1%[11.3 µM] | u | -53* | -8% | -28% | -6% | 21µM* | 21µM* | -5% |
| CCn1c(-c2ccccc2Cl)nn(CC(=O)Nc2ccc(OC)cc2)c1=S | -23% | -6% | -5 | 12% | -1% | -13% | -1% | 7% | u |
| CC(O)c1ccc(OCCN(C)c2ccccn2)cc1 (centres undefined) | 44%[activator] | -6% | -2 | -6% | u | 7% | 6% | -6% | u |
| O=C(CSc1ccccc1)Nc1ccc(N2CCN(c3ccccc3)CC2)c(F)c1 | 1% | 22% | -2 | -4% | -1% | 9% | 14% | 0% | 10% |
| CCN(CC)S(=O)(=O)c1cc(C(=O)Nc2ccccc2C(=O)O)ccc1OC | 25% | -26% | 17 | -13% | -26% | -7% | -8% | 0% | 9% |
| COc1ccc(CCNC(=O)C2CCCN2C(=O)Nc2ccccc2)cc1OC (centres undefined) | x | -7% | 6 | -4% | -5% | -4% | -1% | 13% | 1% |
| COC(=O)c1ccc(NC(=O)CCN2CCN(CCC(=O)Nc3ccc(C(=O)OC)cc3)CC2)cc1 | -11% | -3% | 5 | -1% | -5% | -26% | 2% | 7% | -2% |
| CN(Cc1cccs1)C(=O)CSc1nnnn1C | 3% | 24% | 19 | -2% | 2% | 7% | 8% | 9% | u |
| C=CCN(C(=O)CCC(=O)Nc1cc(C)on1)C(C(=O)NC1CCCC1)c1ccc(Cl)cc1 (centres undefined) | -9% | -14% | -15 | 10% | 1% | 8% | -16% | -7% | -3% |
| O=C1C(Cc2ccccc2)Nc2ncnc(N3CCc4ccccc4C3)c2N1Cc1ccccc1 (centres undefined) | -10% | -10% | 5 | -9% | 9% | 13% | -19% | 13% | -9% |
| CC(=O)N=c1sc2nc3ccccc3nc2n1N(C(C)=O)C(C)=O | -4% | -16% | 35 | -6% | 7%[11.6 µM] | 2% | -7% | 5% | -5% |
| O=C(CCc1ccc(S(=O)(=O)NC2CCCCC2)cc1)Nc1ccccc1 | -1% | -3% | -2 | 13% | 7% | -24% | 1% | 4% | -5% |
| CC(C)N1CCC(NC(=O)NC2CCCCC2)CC1 | -7% | 7% | 0 | 0% | -1% | 3% | 14% | 0% | 9% |
| O=C(O)c1cc2cc(Cl)ccc2oc1=O | 11% | -3% | -12 | -1% | -4% | -17% | -3% | 10% | -16% |
| CC(=O)NCCNc1nc2c(-c3cccc(C)c3)nnn2c2ccccc12 | x | 15% | 7 | u | -1% | 10% | 9% | u | 0% |
| C=CCNc1nc(C)c(CNc2c(C)cc(C)cc2C)nc1C#N | -5% | -9% | 0 | u | 3% | 8% | 0% | u | 8% |
| COc1ccccc1NC(=O)CSc1ccc(-c2ccc(-n3ccnc3)cc2)nn1 | 9% | -15% | -12 | -14% | -12% | -6% | -12% | 11% | u |
| CCn1c(-c2ccccc2SC)n[nH]c1=S | -5% | 7% | -8 | 25% | -6% | 2% | 1% | -41%[inhibitor] | -1% |
| CCS(=O)(=O)N1Cc2ccccc2CC1C(=O)Nc1ccc(F)c(F)c1F (centres undefined) | x | -1% | 21 | -12% | 1% | 4% | 11% | -9% | -9% |
| COc1ccccc1Nc1nc(NCc2ccco2)nc(N)c1[N+](=O)[O-] | -6% | -19% | x | -45%[inhibitor] | 1% | 0% | -16% | 27% | u |
